aGlu spleen mod = lysosomal alpha-glucosidase (human) modulation. P10253. human spleen homogenate, 4-MU-alpha-glucoside fluorescence. Potency, µM (highest dose often 79.9 µM), for the others: at the highest dose activity change, negative = inhibition, most hits filed as inhibitors. hit rate 0.006% among 240,000. AID 2112;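 further: 0% = enzyme with vehicle and -100% = no enzyme basal signal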
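AC50 values come from Hill-equation fits of concentration-response data, normalized to no-enzyme and full-activity controls. Enzyme source: 1 ug human spleen homogenate; 1 mM fluorogenic 4-MU glucoside, pH 5.0 citrate buffer, 37 C, 40 min.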
HTT ATP protect = protects HTT-Q103 PC12 cells, measured by ATP | PC12 HTT-Q103 induced, cytoprotection, ATP luminescence, 40 h | AID 1471 | Potency, µM (titrated, usually from 56.4 µM), without a hit: cytoprotection (ATP increase), hits mostly activators | hit rate 0.14% among 230,000;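 further: % of control where 0% means no effect; nearly all actives have a fitted effect of over 45% in size; toxic huntingtin expression switched on by the ecdysone agonist tebufenozide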
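PC12 cells stably carrying ecdysone-inducible Htt exon 1 (Q103)–GFP were induced with 100 nM tebufenozide (final) alongside library compounds in a dose series. Cytoprotection was scored as retained ATP by ATPlite luminescence.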
Tau ThT inhib = inhibitors of human tau fibril formation, thioflavin T binding. P10636. recombinant tau K18 P301L, heparin-induced fibrillization, ThT fluorescence. Potency, µM (series often up to 57.4 µM), inactives show at the top dose activity, negative = inhibition, hits mostly inhibitors. hit rate 2.1% among 270,000; further: on the % scale 0 is the no-effect control and ±100 the full control effect; nearly all actives have a fitted effect of over 55% in size
Target sequence (P10636 561-689 P618L limits assumed): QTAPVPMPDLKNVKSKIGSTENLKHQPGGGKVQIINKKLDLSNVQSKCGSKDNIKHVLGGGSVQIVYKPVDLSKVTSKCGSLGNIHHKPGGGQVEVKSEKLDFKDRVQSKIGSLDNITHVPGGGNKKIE
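Heparin-induced (20 uM) aggregation of recombinant human K18 P301L tau, 15 uM unlabeled with 0.24 uM labeled, pH 7 acetate buffer, 6 hr at 37 C with compound. Fibrils quantified by 30 uM ThT fluorescence after 1 hr ambient incubation.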
GAA glycogen mod = inhibitors or activators of human alpha-glucosidase glycogen cleavage | recombinant GAA, glycogen substrate, Amplex Red glucose oxidase fluorescence | Potency, µM (doses to about 76.4 µM), inactives show at the top dose activity change, negative = inhibition, most hits filed as inhibitors | hit rate 0.38% among 300,000;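 further: 0% = full enzyme reaction and -100% = no-enzyme basal signal; the screen sought inhibitors and activators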
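Recombinant human alpha-glucosidase (4 nM final) hydrolysed bovine liver glycogen (30 ug) for 40 min at 37 C in pH 5.0 citrate/phosphate with 0.01% Tween-20. Released glucose detected by glucose oxidase/Amplex Red, Ex 573/Em 610 nm. Compounds up to 77 uM; AC50 from Hill fits.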
GLA spleen mod = alpha-galactosidase A (human) modulation. human spleen homogenate, 4MU-alpha-Gal fluorescence, 40 min. Potency, µM (series often up to 80 µM), for inactives: at the highest dose activity change, negative = inhibition, usual class: inhibitors. hit rate 0.008% among 240,000;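 further: 0% = enzyme with vehicle and -100% = no enzyme basal signal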
Target sequence (P06280 32-429 limits assumed): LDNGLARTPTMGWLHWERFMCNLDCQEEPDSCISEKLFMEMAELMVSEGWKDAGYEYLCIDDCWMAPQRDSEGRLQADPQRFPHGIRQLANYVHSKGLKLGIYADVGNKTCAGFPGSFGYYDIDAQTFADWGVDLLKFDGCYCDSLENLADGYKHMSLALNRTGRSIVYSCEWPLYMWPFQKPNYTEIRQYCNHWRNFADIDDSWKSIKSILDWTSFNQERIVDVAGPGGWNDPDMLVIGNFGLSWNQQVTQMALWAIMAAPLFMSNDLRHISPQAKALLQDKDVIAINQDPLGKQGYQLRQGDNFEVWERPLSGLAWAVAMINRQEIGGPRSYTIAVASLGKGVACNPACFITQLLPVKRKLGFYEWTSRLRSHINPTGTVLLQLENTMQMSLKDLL
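qHTS titration in buffer at pH 5.0. Alpha-galactosidase activity in spleen homogenate was measured via 4-methylumbelliferone release from 1 mM fluorogenic substrate after 40 min at 37C and a pH 10 stop. AC50 came from Hill fits of control-normalized data.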
Tau fluor cs = counter-screen for tau fibril formation inhibitors; tau K18 P301L (four-repeat tau fragment) Alexa594 fluorescence, heparin fibrillization; Potency, µM (titrated, usually from 57.7 µM), for inactives: at the top dose activity change, negative = decrease; hit rate 0.93% among 280,000; further: on the % scale 0 is the no-effect control and ±100 the full control effect; nearly all actives have a fitted effect of over 55% in size
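Human K18 P301L tau (15 uM unlabeled plus 0.24 uM Alexa 594-labeled, final) in 100 mM sodium acetate pH 7 was mixed with compound and 20 uM heparin and incubated 6 hr at 37 C.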
Tau FP inhib = tau fibrillization inhibition (FP) | P10636 | K18 P301L tau heparin fibrillization, Alexa594 FP, 6 h | Potency, µM (top dose mostly 57.7 µM), inactives show top-dose activity, negative = inhibition, usual class: inhibitors | hit rate 0.39% among 280,000; further: on the % scale 0 is the no-effect control and ±100 the full control effect; nearly all actives have a fitted effect of over 55% in size
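Compound effects on tau fibrillization are measured by Alexa 594 fluorescence polarization (ex 555, em 632 nm). K18 P301L tau is used at 15 uM with 0.24 uM labeled tracer, and 20 uM heparin induces aggregation over 6 hr at 37 C.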
GAA inh = blocks human lysosomal alpha-glucosidase. P10253. purified human GAA, 4-MU-alpha-glucoside fluorescence. Potency, µM (doses to about 76.9 µM), for inactives: at the top dose activity change, negative = inhibition, most hits filed as inhibitors. hit rate 0.005% among 200,000. AID 1466;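 further: plate controls were uninhibited enzyme wells for no effect and no-enzyme background for full effect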
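Enzyme (4 nM final) mixed with compound (up to 77 uM), then 4-MU-alpha-D-pyranoside (400 uM final) added; 20 min at room temperature, pH 5.0. Reaction stopped at pH 10, fluorescence read, AC50 derived by Hill fit.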
An asterisk follows results filed as active; ? = inconclusive; · = not tested or not shown; & = joins results of further samples; [ ] = remark or other dose. The call rests on the fitted dose curve; in most records, active means well fitted curve in the direction sought with a large enough effect; inconclusive means small, poorly fitted or top-dose-only effect, or another doubt; inactive means no such curve, though single readings can be large; an effect the other way counts as inactive or inconclusive. Potency means the concentration at half of the fitted maximal effect.

Values run as follows: GAA glycogen mod	GLA spleen mod	HTT ATP protect	Tau FP inhib	GAA inh	Tau ThT inhib	Tau fluor cs	aGlu spleen mod
(1) COc1ccc(NC(=O)CCNS(=O)(=O)c2ccc3c(c2)c(=O)n(C)c(=O)n3C)c(OC)c1
  9.2%	-8.8%	·	9.4%	-1.5%	-5.4%	-1.4%	-0.1%
(2) COc1ccc(-c2nc(CNS(=O)(=O)c3ccc(C)cc3)cs2)cc1
  -2.0%[76.3 µM]	·	·	-12.7%	·	9.0%	-0.7%	·
(3) O=C(CSc1ccc(Cl)cc1)NCc1ccncc1
  3.9%	-3.4%	2.4%	-0.6%	-0.1%	2.0%	5.2%	-0.1%
(4) CC(=O)Nc1ccc(/C=N/NC(=O)CCN2CCN(c3ccccc3)CC2)cc1
  2.5%	4.8%	-17.5%	-1.3%	2.3%	-10.9%	-2.5%	4.0%
(5) CCOc1ccc(-c2csc3ncnc(Nc4cccc(O)c4)c23)cc1
  -9.0%[76.3 µM]	·	·	-11.6%	·	-13.7%	?	·
(6) CCN(CC)S(=O)(=O)c1ccc2c3c(cccc13)C(=O)S2
  -5.8%	10.6%	-41.5%[inhibitor]	-4.7%	-8.0%	-14.0%	-27.8%	2.7%
(7) CC(CCC(=O)O)C1CCC2C3CC[C@@H]4CCCC[C@@]4(C)C3CC[C@@]12C (stereo partly specified)
  ·	1.9%	·	5.4%	·	-12.1%	-4.2%	-3.5%
(8) CCn1nnc2c(=O)oc3ccccc3c21
  -6.7%	-4.6%	-18.7%	3.7%	-6.6%	-2.7%	5.4%	-6.9%
(9) COc1ccc(CN2C(=O)c3oc4ccccc4c(=O)c3C2c2ccc(O)cc2)cc1 (stereo unspecified)
  -7.8%[76.3 µM]	·	·	-4.2%	·	3.8%	0.8%	·
(10) O=C(COC(=O)Cc1ccc(S(=O)(=O)N2CCOCC2)s1)NCCc1ccccc1
  11.5%	1.5%	-8.7%	4.3%	-9.5%	-14.2%	-16.8%	3.2%
(11) CCC(Oc1ccccc1)C(=O)Nc1nnc(S(=O)(=O)N2CCCC2)s1 (stereo unspecified)
  -7.9%&-3.3%[76.3 µM]	·	·	-10.8%	·	?	-16.2%	·
(12) O=C1C2CCCN2C(=S)N1Cc1ccccc1 (stereo unspecified)
  -17.5%	1.9%	-20.8%	-6.3%	1.2%	-4.4%	-10.3%	9.9%
(13) CCOC(=O)C1Cc2c([nH]c3ccccc23)C(C)N1 (stereo unspecified)
  -3.8%	8.6%	3.9%	9.3%	7.4%	-5.9%	-1.8%	4.0%
(14) COc1ccc(OCCCC(=O)Nc2nc(C)c(C(C)=O)s2)cc1
  3.5%	0.6%	14.4%[10 µM]	-1.4%	-10.0%	?	-10.2%	2.1%
(15) CCN(CC)S(=O)(=O)c1ccc(Cl)c(NC2=NCCCCC2)c1
  30.2%	-2.8%	26.5%[10 µM]	3.4%	1.1%	-1.2%	1.0%	4.1%
(16) COC(=O)c1cc(NCc2ccc3c(c2)OCO3)ccc1N1CCOCC1
  ?	3.7%	-14.2%[0.074 µM]	1.4%	-7.5%	?	-23.6%	-5.0%
(17) CCC(C)N(C)Cc1cccc(C2(O)CCN(S(=O)(=O)c3ccc(F)c(C)c3)CC2)c1 (stereo unspecified)
  2.1%	-14.9%	·	-6.0%	?	-16.5%	-16.3%	-13.0%
(18) Cc1ccc(Cl)cc1NC(=S)N(CCCN1CCN(C)CC1)Cc1ccco1
  3.4%	2.8%	15.2%	-2.1%	-6.0%	-7.0%	-9.2%	1.3%
(19) BrC(=C\c1ccccc1)/C=N/Nc1nc(N2CCOCC2)nc(N2CCOCC2)n1
  3.8%	-11.5%	17.9%[10 µM]	-2.6%	3.0%	?	-17.7%	-11.6%
(20) CC(C)(CN1CCN(C(c2ccccc2)c2ccccc2)CC1)NS(=O)(=O)c1ccccc1
  -1.2%	16.5%	10.9%[10 µM]	-0.3%	·	·	-26.8%	-10.0%
(21) Cn1c(CC(=O)Nc2ccc(F)cc2)c(Sc2ccccc2)c2ccccc21
  13.0%	-15.1%	-21.9%[10 µM]	?	1.4%	4.4%	?	-11.6%
(22) C=CCc1c(C)nc(SCc2nc3ccccc3c(=O)[nH]2)[nH]c1=O
  -3.7%	10.8%	-5.3%	3.1%	-2.3%	-10.3%	-14.9%	-2.6%
(23) CNc1nc(Cl)c(SC)c(N2CCOCC2)n1
  -3.5%	9.8%	-47.9%[inhibitor]	4.0%	-7.2%	1.2%	6.9%	·
(24) NC(=S)Nc1ncc(CCN2CCOCC2)c(-c2ccc(F)cc2)n1
  14.4%	2.3%	-39.9%[inhibitor]	-1.4%	-5.6%	1.3%	0.5%	3.2%
(25) Cc1cc2c(c(=O)o1)C(C13C=CC(CC1)C3)C(C#N)=C(N)O2 (stereo unspecified)
  -12.1%	?	-8.8%[10 µM]	-5.2%	0.1%	-2.9%	0.5%	-18.8%
(26) COc1cc(C2CC(=O)Nc3c2c(=O)nc2c(C)cccn32)cc(OC)c1OC (stereo unspecified)
  11.9%	-3.9%	-12.1%	1.7%&-13.7%	-8.2%	5.7%&6.5%	0.2%&-7.7%	0.5%
(27) CCC(C)(C)n1nnnc1C(c1ccc(OC)c(OC)c1)N1CCN(c2ccc(F)cc2)CC1 (stereo unspecified)
  -9.0%	-2.2%	-22.5%[1.9 µM]	1.6%	-12.0%	-11.6%	-15.9%	-1.2%
(28) CCOC(=O)Cc1csc(NC(=O)CN2C(=O)c3ccccc3S2(=O)=O)n1
  0.2%	4.8%	-0.9%	0.4%	-0.9%	5.0%	6.3%	-11.8%
(29) CCOC(=O)C(C)Sc1nc2ccccc2c(=O)n1CC1CCCCC1 (stereo unspecified)
  9.3%	-3.3%	-35.9%	3.0%	3.0%	-20.9%	-8.4%	-3.4%
(30) COc1ccc(/C=N/n2c(C)nnc2C)c(OC)c1OC
  16.2%	-7.2%	-4.6%	3.0%	6.1%	-8.6%	-6.0%	0.5%
(31) CCOC(=O)c1[nH]c(C)c(C(=O)NCc2ccc(F)cc2)c1C
  5.9%[76.3 µM]	·	·	-3.9%	·	-16.2%	-13.7%	·
(32) CCOCC(=O)Nc1nc2ccc(OC)cc2s1
  0.9%	-2.0%	-9.1%[10 µM]	5.9%	6.3%	-16.1%	1.0%	-5.7%
(33) O=C(c1ccccc1)c1ccc(OCC(O)CNC2CCCc3ccccc32)cc1 (stereo unspecified)
  -1.4%	2.7%	-73.4%[inhibitor][10 µM]	-11.1%	0.7%	-19.3%	-19.8%	-1.4%
(34) Cc1ccc(CC2CC(=O)N(CC(=O)O)C2=O)cc1 (stereo unspecified)
  -1.1%	6.0%	-4.3%[10 µM]	4.0%	-6.4%	1.8%	4.2%	5.0%
(35) COc1ccccc1-c1noc(-c2ccco2)n1
  -0.5%	-5.2%	-24.6%[10 µM]	7.8%	-1.6%	-9.7%	-3.3%	-14.9%
(36) Cc1cc(C)nc(/N=C2\NC(=O)CC(C(=O)O)N2c2ccc(Cl)cc2Cl)n1 (stereo unspecified)
  3.9%	-8.7%	6.7%[10 µM]	-7.2%	11.6%	-5.4%	4.1%	-1.7%
(37) COc1cc2c(cc1OC)[C@H](Cc1ccc(O)cc1)NCC2
  4.0%	-22.6%	·	4.4%	-1.3%	-6.1%	-6.9%	-18.3%
(38) CCc1ccc2nc(Nc3ccc(OC)cc3OC)c(C#N)cc2c1
  -13.7%	1.4%	38.3%[10 µM]	?	14.4%	?	?	-3.1%
(39) CCOC(=O)C1C(C)N=C2SCC(=O)N2C1c1cccc(Br)c1 (stereo unspecified)
  -14.0%	10.0%	-9.1%	-6.1%	-4.1%	-7.9%	-11.7%	1.9%
(40) O=C(NCc1ccco1)/C(=C\c1ccco1)NC(=O)c1ccco1
  -7.1%	-0.8%	-3.2%[10 µM]	?	·	39.8µM*	?	0.0%

Quoted from the listing.
COc1ccccc1-c1noc(-c2ccco2)n1 in GAA glycogen mod → -0.5%
BrC(=C\c1ccccc1)/C=N/Nc1nc(N2CCOCC2)nc(N2CCOCC2)n1 in HTT ATP protect → 17.9%[10 µM]
CC(CCC(=O)O)C1CCC2C3CC[C@@H]4CCCC[C@@]4(C)C3CC[C@@]12C (stereo partly specified) in GLA spleen mod → 1.9%
CCOCC(=O)Nc1nc2ccc(OC)cc2s1 in GAA inh → 6.3%

Additional entries follow:
Values run as follows: GAA glycogen mod	GLA spleen mod	HTT ATP protect	Tau FP inhib	GAA inh	Tau ThT inhib	Tau fluor cs	aGlu spleen mod
(41) CCn1c(SCC(=O)NCc2ccc3c(c2)OCO3)nnc1-c1c[nH]c2ccccc12
  3.3%	7.4%	-1.9%[10 µM]	-0.3%	8.0%	-0.4%	-4.1%	-0.2%
(42) COc1cc(/C=C/c2c([N+](=O)[O-])c(=O)n(C)c(=O)n2C)cc(OC)c1OC
  -8.9%	5.4%	21.6%	-6.6%	-7.0%	-16.6%	-12.1%	0.6%
(43) Cc1nc(Nc2nc3ccccc3o2)nc(C)c1C
  8.4%	-0.2%	-147.0%[inhibitor]	10.1%	-1.4%	?	3.0%	·
(44) Cc1c(NC(=S)N/N=C/c2cccc(O)c2)c(=O)n(-c2ccccc2)n1C
  -27.7%	-1.2%	3.8%	3.4%	-11.4%	-4.7%	-3.2%	-2.3%
(45) CCN(CC)S(=O)(=O)c1cccc(S(=O)(=O)N2CCCCC2)c1
  -14.6%	-1.2%	6.1%	-5.0%	-13.2%	4.8%	-5.7%	-0.3%
(46) O=C(CCCSc1nnc(Nc2ccccc2F)s1)N1CCOCC1
  -4.2%	13.6%	-40.8%[10 µM]	-4.4%	2.7%	-4.7%	-4.8%	18.2%
(47) CCOC(=O)c1c(C)[nH]c(C(=O)NCc2ccco2)c1C
  2.9%	3.1%	-21.4%	-1.4%	-5.2%	-0.7%	-2.2%	2.6%

Ordered by the number under GAA inh (falling): some entries from above
cpd	SMILES	GAA glycogen mod	Tau FP inhib	GAA inh	Tau ThT inhib
19	BrC(=C\c1ccccc1)/C=N/Nc1nc(N2CCOCC2)nc(N2CCOCC2)n1	3.8%	-2.6%	3.0%	?
47	CCOC(=O)c1c(C)[nH]c(C(=O)NCc2ccco2)c1C	2.9%	-1.4%	-5.2%	-0.7%
18	Cc1ccc(Cl)cc1NC(=S)N(CCCN1CCN(C)CC1)Cc1ccco1	3.4%	-2.1%	-6.0%	-7.0%

Bioassay records from PubChem BioAssay.
